Bioassay records: PubChem BioAssay, NMMLSC
Myeloid diff 2 – induction of myeloid progenitor differentiation, primary screen, cell-based, flow cytometry, MLPCN library | ER-HoxA9 myeloid progenitors, lysozyme-GFP differentiation | calls only at 10 µM | actives 1% (n = 360,000) | AID 624256, 2012;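 active = normalized GFP-positive differentiation at or above the plate's own cutoff, the solvent-only control mean plus 3 SD; inconclusive = no clear call, values can overlap the other calls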;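 note: cells exposed to compound for four days before flow analysis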
Myeloid diff 2 GFP+ MAC1+ % – second read-out of Myeloid diff 2, no call of its own (marks repeat the call); GFP+ MAC1+ double positive, %; measured here: differentiation confirmed by MAC1 staining
The depositor's hits bear a star; i = inactive; ? = inconclusive; . = not tested or not shown; + = active, no number. This is a subset, so the mix of outcomes need not match the whole.

Start of the data: the first two compounds, ahead of the listing:
smiles | Myeloid diff 2 | Myeloid diff 2 GFP+ MAC1+ %
C#CCN(C[C@H]1[C@H](OC(=O)NCc2ccc(OC)c(OC)c2)[C@H](OC(=O)NCc2ccc(OC)c(OC)c2)C[C@@H](C(=O)OC)[C@H]1C(=O)OC)S(=O)(=O)c1ccc(C)cc1 | i | 0.7
COC(=O)C1(C(=O)OC)C[C@H](c2ccccc2)N(Cc2ccccc2OC)[C@@H]1c1ccccc1 | i | 1.5

The list itself (from the top)
smiles | Myeloid diff 2 | Myeloid diff 2 GFP+ MAC1+ %
C#CCN(C[C@H]1[C@H](OC(=O)NCc2ccc(OC)c(OC)c2)[C@H](OC(=O)NCc2ccc(OC)c(OC)c2)C[C@@H](C(=O)OC)[C@H]1C(=O)OC)S(=O)(=O)c1ccc(C)cc1 | i | 0.7
COC(=O)C1(C(=O)OC)C[C@H](c2ccccc2)N(Cc2ccccc2OC)[C@@H]1c1ccccc1 | i | 1.5
COc1ccc([C@H]2C[C@@H](n3cc(COC(=O)c4ccccc4)nn3)[C@H](O)CN2C(=O)C2CCCCC2)cc1 | i | 1.0
Cn1c(Nc2ccc(Cl)cc2F)nc2cc(-c3ccccc3)sc2c1=O | i | 0.8
O=C(N/C(=C/c1ccc(F)cc1)C(=O)N1CCOCC1)c1ccco1 | i | 1.9
Cc1cn([C@H]2C[C@H](O)[C@@H](CCC(=O)NCc3cccs3)O2)c(=O)[nH]c1=O | i | 0.6
COC(=O)C1=CN(c2ccc(C(C)(C)C)cc2)C(N)=C(C#N)C1c1cccc2ccccc12 (stereo unspecified) | i | 1.2
COc1ccc(C(C)(O)c2nc(-c3cccc(C#N)c3)cs2)cc1 (stereo unspecified) | i | 0.7
O=[N+]([O-])c1cccc(S(=O)(=O)Nc2ccccn2)c1 | i | 0.7
Oc1ccc(C[C@H]2CN([C@@H](Cc3cccc(O)c3)CN3CCC[C@@H]3CN3C(=S)NC[C@@H]3Cc3ccccc3)C(=S)N2CC2CCCCC2)cc1 | + | 3.4*
COc1cc(C)ccc1S(=O)(=O)NC(=O)Cn1nnc(COc2ccc3c(c2)CCCC3)c1C | i | 1.1
COc1ccccc1-c1cc2nc(NCCOc3ccccc3)ccn2n1 | i | 0.6
O=C(NC(c1ccc2c(c1)OCO2)c1ccccn1)C1CCN(CCOc2ccccc2)CC1 (stereo unspecified) | i | 0.5
O=C(NCc1ccncc1)[C@@H]1CCCN1C(=O)[C@@H]1CCCN1 | i | 1.0
COC(=O)C(C#N)(CCC(=O)c1ccccc1)CCC(=O)c1ccccc1 | i | 1.3
COc1ccc(NC(=O)CNc2ccc(OC)c(S(=O)(=O)N3CCOCC3)c2)cc1 | i | 0.0
Nc1ccn([C@@H]2O[C@H](CNCc3ccc(-c4cc(C(F)(F)F)ccc4Cl)o3)[C@@H](O)[C@H]2O)c(=O)n1 | i | 0.6
O=C(c1ccco1)N1CCN(C2CN(CCc3ccccc3)S(=O)(=O)C2)CC1 (stereo unspecified) | i | 0.9
CN(C)c1ncnc2c1ncn2[C@H]1CN(Cc2ccco2)C[C@@H](CO)O1 | i | 0.4
CCOC(=O)C1=CCN(S(=O)(=O)c2ccccc2Cl)C1c1cccc(Cl)c1 (stereo unspecified) | i | 0.8
O=C(NCc1cccc(Cl)c1)C1Cc2c(-c3ccccc3Oc3ccccc3)ccnc2O1 (stereo unspecified) | i | 0.5
CCCCNC(=O)c1nc(-c2cccnc2OC)oc1-c1ccc(Cl)cc1 | i | 1.4
COc1ccc(NC(=O)C2CC(=O)N(c3ccccc3F)C2)cc1S(=O)(=O)N1CCCCC1 (stereo unspecified) | i | 0.9
Nc1ncnc2c1nc(-c1ccccc1)n2C1OC(CO)C(O)C1O (stereo unspecified) | i | 1.1
CC1(C(=O)NS(=O)(=O)c2ccc(Cl)s2)CCN1C(=O)C1(c2ccccc2)CCCC1 (stereo unspecified) | i | 0.9
O=C1NC[C@@H](CCCCN2CCN(CCc3ccccc3)C(=O)C2=O)N(CCc2ccc(O)cc2)C1=O | i | 0.9
Cc1c(C)c2cc(Cl)c(OCC(=O)NCCCN3CCCC3=O)cc2oc1=O | i | 0.9
CC1CN(C)C(C)CC1OC(=O)C(c1ccccc1)c1ccccc1 (stereo unspecified) | i | 0.3
Cc1noc(C)c1COc1ccccc1C(=O)N1CCN(S(=O)(=O)c2ccc(C(C)C)cc2)CC1 | i | 0.8
CCCCNC(=O)C1(C)CCN1Cc1ccc(C#N)cc1 (stereo unspecified) | i | 0.7
OC(c1ccccc1)(c1nc(-c2cc3ccccc3o2)cs1)C(F)(F)F (stereo unspecified) | i | 0.5
Cc1ccc(S(=O)(=O)N2CC3C(=O)C[C@@H](c4ccccc4)N(S(=O)(=O)c4cccc(Cl)c4)C3CC2c2ccccc2)cc1 (stereo partly specified) | i | 5.2
Nc1[nH]c(C(=O)c2ccccc2)c(-c2ccncc2)c1C(=O)NC1CC1 | i | 0.8
C[C@H]1CN([C@@H](C)CO)C(=O)CCCn2cc(nn2)CO[C@@H]1CN(C)C(=O)Nc1ccc2c(c1)OCCO2 | i | 5.1
CNC(=O)c1ccc(NC(=O)c2ccccc2OCc2c(C)noc2C)cc1 | i | 0.6
CC(C)C[C@H]1CNC(=O)C(=O)N1C[C@H]1CCCN1C[C@H](CC(C)C)N1C[C@H](CC(C)C)N(CCc2ccccc2)C(=O)C1=O | i | 1.1
O=C(NCC(c1ccco1)N1CCCC1)c1cccc(S(=O)(=O)N2CCc3ccccc32)c1 (stereo unspecified) | i | 1.9
Cc1cc(C)c(C)c(S(=O)(=O)N2CCN(C(=O)c3ccco3)CC2)c1C | i | 0.4
CC(C)(C)S(=O)N1Cc2cc(C(=O)NCc3ccc4c(c3)OCO4)nc(-c3cccc(-c4ccccc4)c3)c2[C@@H]1CCO (stereo partly specified) | i | 1.1
CC(Sc1nc(N)cc(=O)[nH]1)C(=O)Nc1ccc(N2CCOCC2)cc1 (stereo unspecified) | i | 0.9
COC(=O)[C@@]12C[C@@H](CC(=O)NCc3ccc(C)o3)C(=O)N(Cc3ccccc3)C1=CCC(C)(C)C2 | i | 1.9
COc1ccc(-c2nc3cc(C)c(Br)c(C)n3c2Cc2ccccc2C(F)(F)F)cc1OC | i | 1.1
CCc1ccc(N2CC(C(=O)Nc3ccc(OC)c(S(=O)(=O)N4CCOCC4)c3)CC2=O)cc1 (stereo unspecified) | i | 1.0
Nc1nc2ncccn2c1-c1ccc(F)c(F)c1 | i | 1.0
CCCCOCCCNC(=O)C[C@@H]1C[C@@]2(C(=O)OC)CCCCC=C2N(Cc2ccc3c(c2)OCO3)C1=O | i | 1.8
CC1(C)CC(=O)C=C(c2ccccc2CO)C1=O | i | 0.5
CSc1ccccc1NC(=O)C1(C)CCN1C(=O)Cc1ccc(-c2ccccc2)cc1 (stereo unspecified) | i | 0.4
COc1cccc(S(=O)(=O)N(C)C[C@@H]2OCc3cnnn3CCCC(=O)N([C@@H](C)CO)C[C@@H]2C)c1 | i | 0.7
C[C@@H]1CN([C@@H](C)CO)C(=O)c2cc(-c3cccnc3)cnc2O[C@H]1CN(C)C(=O)c1cccc(F)c1 | i | 0.6
COc1cccc(-c2ccc3c(c2)N(Cc2cccc(F)c2)C(=O)C(C)S3)c1 (stereo unspecified) | i | 0.6
Cc1noc(C)c1NC(=O)N(C)C[C@@H]1Oc2cc(Br)ccc2S(=O)(=O)N([C@@H](C)CO)C[C@H]1C | i | 1.7
COc1ccc(-c2ccc(CN3C(C)C(=O)N(Cc4cn(CCC5OCCO5)nn4)CCS3(=O)=O)cc2)cc1 (stereo unspecified) | i | 0.4
CC1=C(C(=O)N(C)C)CC(CC(=O)NCCN2CCOCC2)C(=O)N1Cc1ccc(F)cc1 (stereo unspecified) | i | 0.7
O=c1[nH][nH]c2c1[C@H](c1ccc(Cl)cc1)O[C@H](C1CC1)C2 | i | 0.9
CCOC1=C2[C@H](c3ccc(CC)cc3)N(S(=O)(=O)c3ccc(C)cc3)C[C@H]2n2c(=O)n(-c3ccccc3)c(=O)n2C1 | i | 0.9
CC(C)C(=O)N1CCC1(C)C(=O)NCc1ccc(C(C)(C)C)cc1 (stereo unspecified) | i | 1.4

Quoted at random: 5 records from the list
smiles | Myeloid diff 2 | Myeloid diff 2 GFP+ MAC1+ %
O=c1[nH][nH]c2c1[C@H](c1ccc(Cl)cc1)O[C@H](C1CC1)C2 | i | 0.9
COc1cccc(-c2ccc3c(c2)N(Cc2cccc(F)c2)C(=O)C(C)S3)c1 (stereo unspecified) | i | 0.6
CC1=C(C(=O)N(C)C)CC(CC(=O)NCCN2CCOCC2)C(=O)N1Cc1ccc(F)cc1 (stereo unspecified) | i | 0.7
Cc1noc(C)c1NC(=O)N(C)C[C@@H]1Oc2cc(Br)ccc2S(=O)(=O)N([C@@H](C)CO)C[C@H]1C | i | 1.7
COc1ccc(-c2ccc(CN3C(C)C(=O)N(Cc4cn(CCC5OCCO5)nn4)CCS3(=O)=O)cc2)cc1 (stereo unspecified) | i | 0.4

Next part
smiles | Myeloid diff 2 | Myeloid diff 2 GFP+ MAC1+ %
CC(=O)C(=Cc1ccc(Cl)cc1)C(=O)c1ccccc1 | i | 1.1
Cc1cc(C)c(C(O)c2ncc(-c3cccc(F)c3)[nH]2)c(C)c1 (stereo unspecified) | i | 1.9
CC(C)NC(=O)C1(C#N)C=C1c1ccccc1 (stereo unspecified) | i | 1.9
COc1ccc([C@H]2N[C@]3(CCCN(Cc4ccccc4)C3=O)[C@H]3C(=O)N(Cc4ccccc4)C(=O)[C@@H]23)cc1 | i | 1.6
COc1ccc(C(C(=O)Nc2ccc3c(c2)OCCO3)n2c(=O)c(-c3ccco3)nc3ccccc32)cc1 (stereo unspecified) | i | 2.7
COCOc1cccc(CN2CCC(C)(Oc3ccc(C(C)=O)cc3)C2)c1 (stereo unspecified) | i | 0.7
Clc1cccc(CNc2ccn3nc(-c4cccc(Cl)c4)cc3n2)c1 | i | 0.4
CCOC(=O)C1=CCC(c2ccccc2)N(S(=O)(=O)c2ccccc2C)C1 (stereo unspecified) | i | 1.2
COc1ccc(NC(=S)N2CCC3CC2c2cc(-c4ccc5c(c4)OCO5)ccc23)c(OC)c1 (stereo unspecified) | i | 1.2
COc1cc(CCN(C(=O)c2cccc(S(C)(=O)=O)c2)C(CCc2ccccc2)c2nc3ccccc3[nH]2)cc(OC)c1 (stereo unspecified) | i | 1.4
CCCn1c(=S)[nH]c2cc(C(=O)NCc3ccccc3OC)ccc2c1=O | i | 2.3
CC(=O)Nc1cnc(-c2ccc3c(c2)OCO3)cn1 | i | 0.6
NC(Cc1ccc(C(F)(F)F)cc1)c1csc(Nc2ccc(S(N)(=O)=O)cc2)n1 (stereo unspecified) | i | 1.3
COc1ccc(-c2cnc3c(NC(C)=O)cc(-c4ccccc4CN(C)C)cn23)cc1OC | i | 1.4
COC(=O)c1c(NC(=O)c2ccc(C(=O)c3ccccc3)cc2)sc2c1CC(C)(C)NC2(C)C | ? | .
O=C(C[C@H]1C(=O)N(Cc2cccnc2)C[C@@H]1Cc1ccccc1)Nc1ccccc1 | i | 1.1
O=C(/C=C/[C@H]1O[C@@H](n2cnc3c(NC(=O)c4ccccc4)ncnc32)[C@H](O)[C@@H]1O)NCC1CCCO1 (stereo partly specified) | i | 0.5
COc1ccc(NC(=O)N(C)C[C@@H]2OCc3cn(nn3)CCCC(=O)N([C@H](C)CO)C[C@H]2C)cc1 | i | 2.0
NC(=Nc1c([N+](=O)[O-])cnc2ccccc12)N1CCOCC1 | i | 1.2
CC(=O)Nc1ccc(NC(=O)CSc2nnc(NC(=O)c3ccccc3F)s2)cc1 | i | 1.6
O=c1cc(CN2CCN(c3ccccc3F)CC2)c2ccccc2o1 | i | 0.7
CSc1ccccc1C(=O)N1CCc2ccc(NC(=O)c3ccccn3)cc2C1 | i | 0.4
COCc1c(C(=O)Nc2nnc(C3CC3)s2)oc2ccccc12 | i | 0.8
ClCC1=Nc2ccccc2Cc2ccccc21 | i | 0.4
O=C(Nc1ccnn1C1CCN(Cc2ccc(CO)o2)CC1)c1cccc(F)c1 | i | 0.9
CC1(C(=O)NS(=O)(=O)c2ccc(F)cc2F)CCN1C(=O)c1ccco1 (stereo unspecified) | i | 0.3
CC1CCCC(NC(=O)COC(=O)c2ccccc2C(=O)N(C)C2CCCCC2)C1C (stereo unspecified) | i | 1.6
CC1(C(=O)NCc2ccccc2)CCC(=O)N1CCCn1ccnc1 (stereo unspecified) | i | 0.6
O=C(Nc1ccc(F)cc1)N[C@H]1CC[C@H](CCNS(=O)(=O)c2cccc(Cl)c2)O[C@@H]1CO | i | 1.8
COc1cc(CNC(=O)Nc2nnc([C@H]3C[C@H](O)[C@@H](CO)O3)s2)cc(OC)c1OC | i | 0.9
CCCCNc1c(-c2cc3ccccc3o2)nc2nc(C)cc(C)n12 | + | 6.4*
C=Cn1cc(CNC[C@H]2O[C@@H](n3cc(C)c(=O)[nH]c3=O)C[C@@H]2O)c(C)n1 | i | 0.3
O=C1NC[C@H](CCCCN2CCN(CCC3CCCCC3)C(=O)C2=O)N(CCc2ccc(O)cc2)C1=O | i | 0.7
CC(=O)OC[C@@H]1CN(Cc2ccccc2)C[C@H](n2cnc3c(NC4CCCC4)ncnc32)O1 | i | 1.0
CCc1nc2ccc(C(=O)NC3CCN(Cc4ccccc4)CC3)cn2c1N(CC)Cc1cccc(Br)c1 | i | 1.3
CCOC(=O)[C@]12CCC=C1N(Cc1ccccc1)C(=O)[C@H](CC(=O)N1CCCCC1)C2 | i | 0.5
O=C(COC(=O)c1cc(S(=O)(=O)N2CCCCC2)ccc1N1CCOCC1)c1ccccc1Cl | i | 2.1
Cc1cc(F)ccc1-c1cc(C(=O)NC2CCCCC2)[nH]n1 | i | 1.2
CCCNC(=O)C1(C)CCCN(C(=O)c2cccc(OC(F)(F)F)c2)C1 (stereo unspecified) | i | 0.7
O=[N+]([O-])c1ccc(-c2csc(COc3ccccc3)n2)cc1 | i | 0.7
CC1(C(=O)NCc2cccnc2)CCN1C(=O)c1cccc(F)c1 (stereo unspecified) | i | 0.3
O=C(C[C@@H]1CC[C@H](NC(=O)Cc2ccccn2)[C@@H](CO)O1)NCCc1ccccc1 | i | 1.4
